Pf apPOL inh = Pf-apPOL inhibitors, biochemical, fluorescence; 0.25% of 210,000 active; Recombinant Pf-apPOL, molecular beacon fluorescence, 1.5 h; inhibition, % at 10 µM; Plasmodium falciparum apicoplast DNA polymerase (apPOL)
mHTT-CaM PPI inh = mutant huntingtin-calmodulin interaction inhibitors – biochemical, AlphaScreen, primary screen; P42858; AlphaScreen His-mHTT/GST-CaM binding, luminescence; 3.6% of 190,000 active; inhibition, % at 15 µM; AID 1671202, 2021;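 also: 0% = both proteins with DMSO and 100% = one protein alone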
* = called active by the depositor; i = inactive; . = no result given; & = joins results of further samples; ! = not confirmed by another sample. Rule as the data show it: active = inhibition above about 50%; inactive = the rest. Only part of the results is shown; count on the stated rates, not on these rows.

No. | smiles | Pf apPOL inh | mHTT-CaM PPI inh
1 | CC(=O)NCCc1csc(C2CCCN(C(=O)c3ccc(Cl)cc3)C2)n1 (stereo not given) | 1 | 13
2 | C=CCNC(=O)C1CC(c2ccc(F)c(C)c2)CN(C(=O)C2CC2)C1 (stereo not given) | -4 | 3
3 | O=C(NC1CCCC1)c1cc(I)ccc1Cl | -5 | -2
4 | Cc1ccnc(NS(=O)(=O)c2ccc(NC(=O)Cc3cccc4ccccc34)cc2)n1 | -10 | 4
5 | O=C(N1CCN2CCCC2C1)C12CC3CC(C1)CC(n1cncn1)(C3)C2 (stereo not given) | 7 | -1
6 | CCC(=O)Nc1ccc2c(c1)C(N1CCC(C)CC1)=Nc1ccccc1O2 | -2 | 7
7 | O=C(CN1CCC2(CC1)NC(=O)c1ccccc1N2)Nc1ccc(Cl)cc1 | 0 | 15
8 | O=C(Cn1c(NCCO)nc2ccccc21)c1cccc([N+](=O)[O-])c1 | -5&-16 | 0&-4
9 | COc1ccccc1OCC(=O)OCc1cc(-c2cccs2)on1 | -2 | -17
10 | O=C(Nc1c2c(nn1-c1ccc(Cl)cc1)CSC2)c1ccc(F)cc1 | 0 | 21
11 | CCN(CC)Cc1c(O)ccc2c1OC(=Cc1ccco1)C2=O | 0 | 7
12 | CC(C)C(=O)N1CC(C(=O)N2CCN(C)CC2)C(c2cccc(C(F)(F)F)c2)C1 (stereo not given) | 1 | 15

Continuation:
No. | smiles | Pf apPOL inh | mHTT-CaM PPI inh
13 | COc1cc(/C=C2\C(=O)ON=C2C)cc(Cl)c1OCc1ccc(F)cc1 | 7 | 74*
14 | Fc1ccc(F)c(-c2nc(-c3ccc4nncn4c3)no2)c1 | -2 | -1
15 | O=S(=O)(Cc1ccc(F)cc1)NCC1(c2ccc(F)cc2)CC1 | -12 | -21
16 | CCc1ccccc1NC(=O)CSc1nnc(CC)c(CC)n1 | -2 | 0
17 | CCn1c(=N)c(S(=O)(=O)c2ccccc2)cc2c(=O)n3ccccc3nc21 | -5 | 3
18 | Cc1cccc(N2CCN(C(=O)C3CCCN(c4cn[nH]c(=O)c4)C3)CC2)c1C (stereo not given) | -6 | 17
19 | Cc1ccc(-n2cc(C(=O)NC3CC3)nn2)cc1 | -6 | -7
20 | Cc1nc(Nc2ccc(F)cc2)c2oc3ccccc3c2n1 | -5 | 10
21 | CC(CN1CCN(c2ccccc2)CC1)c1ccccc1 (stereo not given) | -4 | -1
22 | Cc1ccc(-c2ccc(OCC(=O)N3CCOCC3)cc2)cc1 | -4 | 8
23 | CN(C)c1cccc(C(=O)Nc2ccncc2)c1 | 0 | 10
24 | Cc1cccc(NC(=O)c2ccccc2[N+](=O)[O-])n1 | 0 | -1

Next section
No. | smiles | Pf apPOL inh | mHTT-CaM PPI inh
25 | CCN(C(=O)c1cc2cc3ccc(OC)cc3nc2o1)c1cccc(C)c1 | -2 | 3
26 | CC(C)CCn1c(=O)c2c(ncn2C(C)C)n(-c2ccc(F)cc2)c1=O | 1 | -3
27 | COCCNC(=O)CN1C(=O)/C(=C/c2ccccc2F)Sc2ccccc21 | 3 | 23
28 | Cc1ccc(S(=O)(=O)N2CCC(c3nc(CNC(=O)C4CC4)cs3)CC2)cc1C | -8 | 7
29 | Cn1cccc1CN1CCCC(c2n[nH]c(C3CC3)n2)C1 (stereo not given) | -5 | 7
30 | CC(O)c1nc2ccccc2n1CCCOc1ccccc1 (stereo not given) | -10&0 | 4&2
31 | Nc1nnc(-c2ccccc2I)s1 | -5 | -2
32 | Cc1ccccc1CNC(=O)C(C)C1CCN(S(=O)(=O)c2c(C)noc2C)CC1 (stereo not given) | -8 | -9
33 | COc1ccc(-c2nnc(N3CCC(C(=O)NCc4ccc(C)cc4)CC3)o2)cc1 | -2 | 6
34 | COc1ccc(S(=O)(=O)N(CC(=O)NCc2cccnc2)c2ccc(C)cc2)cc1OC | -10&-3 | -1&0
35 | COCCN=C1Nc2ccccc2CNC12CCNC2 (stereo not given) | 5 | 11
36 | COc1ccc(C2CC(c3cccc(OC)c3)n3nc(N)nc3N2)cc1 (stereo not given) | 1 | 1

Additional compounds follow.
No. | smiles | Pf apPOL inh | mHTT-CaM PPI inh
37 | O=C(/C=C/c1ccccc1Cl)Nc1ncc(S(=O)(=O)c2ccc([N+](=O)[O-])cc2)s1 | -2 | 37
38 | Cc1ccccc1CNC(=O)c1c(C)noc1-c1ccccc1Cl | 25 | -8
39 | COc1nccnc1NC1CCN(C(=O)c2ccc(C)cc2)CC1 | -4 | 3
40 | CCC(=O)Nc1ccc2nc(-c3ccccc3)cc(OC)c2c1 | -2 | 32
41 | Cc1nc(-c2ccccc2)nc2c1CCC(=O)N2CC1CC1 | 3 | -18
42 | NS(=O)(=O)c1cccc(NC(=O)c2cccc(OCc3ccccc3)c2)c1 | 2 | 14
43 | CCCCNC(=O)CNC(=O)c1nn(-c2ccc(OC)c(Cl)c2)c(=O)c2ccccc12 | -1 | 2
44 | Cc1nc(N)n(C)c(=O)c1C | -5 | .
45 | Nc1cc(Oc2cncc(Cl)c2)cc([N+](=O)[O-])c1 | -1 | 4
46 | CC(=O)c1cc2c(cc1NC(=NS(=O)(=O)c1ccc(F)cc1)c1ccccc1)OCO2 | 0 | -6
47 | Fc1ccc(F)c(-c2nc(-c3ccc(-n4cccn4)nc3)no2)c1 | 2 | -9
48 | COc1cc(C2CC(c3cccs3)Nc3nnnn32)cc(OC)c1OC (stereo not given) | 8 | 0

More records:
No. | smiles | Pf apPOL inh | mHTT-CaM PPI inh
49 | CSc1sc(C)cc1C1C(C(=O)Nc2ccc(F)cc2)=C(C)NC2=C1C(=O)CCC2 (stereo not given) | -4 | 31
50 | CCN(CC)CCN1C(=O)C(O)=C(C(C)=O)C1c1ccccc1[N+](=O)[O-] (stereo not given) | -16 | 2
51 | Cc1ccc(C2(O)C(=O)c3ccccc3C2=O)c(O)c1C | -14 | .
52 | COc1ccc(CN2CCC(=O)N([C@H](CO)Cc3ccccc3)CC2)cc1OC | -4 | 4
53 | Cc1c(F)cccc1NC(=O)C1CN(S(C)(=O)=O)CC12CCCCC2 (stereo not given) | 6 | 5
54 | CCn1c(SC)nnc1-c1nn(C)c2c1CN(C(=O)Cc1cccc(F)c1)CC2 | 0 | 5
55 | O=C(NCCN1CCN(S(=O)(=O)c2ccc([N+](=O)[O-])cc2)CC1)C(=O)Nc1ccccc1 | -1 | 2
56 | Nc1cc(N)nc(SCC(=O)Nc2ncccn2)n1 | -2 | 3
57 | Cc1ccc2c(c1)N(C(=O)Nc1cccc(Br)c1)CC(C)O2 (stereo not given) | -4 | 0
58 | Cc1nc(Nc2nc(C)c3ccccc3c(=O)n2)nc2ccccc12 | -5 | 6
59 | Cc1cccc(C(=O)Nc2ccc(NC(=O)c3ccc(NC(=O)c4cccc(C)c4)cc3)cc2)c1 | -3 | 3
60 | O=C(CCc1ccccc1)NN1CCOCC1 | 3 | -43

Remaining list, next part:
No. | smiles | Pf apPOL inh | mHTT-CaM PPI inh
61 | CCCCC(CC)CNC(CC(=O)Nc1ccccc1Br)C(=O)O (stereo not given) | 8 | -1
62 | O=S1(=O)CC(N2CCCCC2)CN1Cc1cn(Cc2cccc(C(F)(F)F)c2)nn1 (stereo not given) | -5 | -2
63 | CO/N=C(\C(=O)N[C@@H]1C(=O)N2C(C(=O)O)=C(COC(C)=O)CS[C@H]12)c1csc(N)n1 (stereo in doubt) | 11 | .
64 | COCCNC(=O)Nc1ccccc1NC(=O)c1ccccc1F | -4 | -13
65 | O=[N+]([O-])c1ccc(N2CCN(S(=O)(=O)Cc3ccccc3)CC2)cc1NC1CC1 | 0 | 1
66 | O=C1c2ccc([N+](=O)[O-])cc2C(=O)N1c1ccc2nc(-c3ccccc3)[nH]c2c1 | -3 | -1
67 | O=C(NCCCO)C(=O)NCC1COC2(CCCCC2)O1 (stereo not given) | 2 | -4
68 | N#Cc1ccc(-c2cccs2)[nH]c1=S | . | 5
69 | Cc1ccc2sc(-c3ccccc3)nc2c1 | -242 | -19
70 | Cc1cc(C)c2sc(NC(=O)c3cccs3)nc2n1 | 8 | -2
71 | CCCNC(=O)C1CC(=O)N(CCc2c[nH]c3ccc(Cl)cc23)C1 (stereo not given) | 0 | 28
72 | COc1ccc(Cl)cc1NC(=O)N1CCCC1c1nc(-c2ccc(F)cc2F)no1 (stereo not given) | 1 | -20

The results go on:
No. | smiles | Pf apPOL inh | mHTT-CaM PPI inh
73 | CS(=O)(=O)Nc1ccc([N+](=O)[O-])cc1Oc1ccccc1 | -7 | .
74 | O/N=C(/CSc1nc2ccccc2[nH]1)c1ccccc1 | 0 | i
75 | COc1ccc(-c2noc(C3CCCN3C(=O)c3cccc(OC)c3)n2)cc1 (stereo not given) | -1 | 0
76 | CC(=O)N1CCc2cc(Br)cc(S(=O)(=O)NCc3ccccc3Cl)c21 | -3 | 2
77 | COc1ccc([N+](=O)[O-])cc1NCc1c(F)cccc1F | -5 | -6
78 | Cc1cc(NC(=O)CCN2C(=O)c3ccccc3C2=O)no1 | -5 | -6
79 | O=C(Nc1ccccc1F)c1oc(=O)c2ccccc2c1-c1ccccc1 | -1 | -8
80 | Cc1ccc(-c2cn(CC(=O)N3CCSCC3)c(=O)o2)cc1 | 0 | -6
81 | Cc1ccc(-c2ncc(NC(=O)c3cc(F)cc(F)c3)cn2)cc1 | 1 | -1
82 | CC(C)c1cc(C2CCCN2Cc2cn[nH]c2-c2cccs2)no1 (stereo not given) | 1 | 24
83 | CN(C)c1ccc(C(CNC(=O)C(=O)NCc2cccs2)N2CCOCC2)cc1 (stereo not given) | -1 | 1
84 | O=C(COc1nsnc1N1CCOCC1)Nc1ccc(Cl)cc1 | -5 | 1

Remaining list, next part.
No. | smiles | Pf apPOL inh | mHTT-CaM PPI inh
85 | O=c1oc2ccccc2cc1-c1ccc(N=Cc2cccc([N+](=O)[O-])c2O)cc1 | -2 | 24
86 | CN1c2cc(C(=O)NCc3ccc(F)cc3Cl)ccc2C(=O)N2CCCCC21 (stereo not given) | 0 | -27
87 | O=C(c1ccc(OCC2CCCN(C(=O)c3ccccc3Cl)C2)cc1)N1CCCCC1 (stereo not given) | -2 | 14
88 | Oc1ccccc1C=Nc1cccc(N=Cc2ccccc2O)c1 | -3 | 71*
89 | Cc1cc(C)nc(SCC(=O)N2CCCc3ccccc32)n1 | -3 | -2
90 | COCC(=O)Nc1c(-c2ccc(OC)cc2)nc2ccccn12 | 10 | 4
91 | CN(C)CC1CN(C(=O)c2ccc(C#N)cc2)CC12CCOCC2 (stereo not given) | -9 | -8
92 | COCC(=O)N1CC(C)C(c2nc(-c3ccccc3)no2)C1 (stereo not given) | 1 | -5
93 | N/C(Cc1ccc(Cl)c(Cl)c1)=N\OC(=O)c1ccc2c(c1)OCO2 | -5 | i
94 | Cc1cc(Cl)ccc1OCC(=O)NCCO | 2 | -2
95 | O=C1C(=CC=Cc2ccco2)Oc2cc(O)ccc21 | 51* | 58*!
96 | CCOC(=O)c1cc(C#N)c(Nc2ccc(C)cc2)nc1C(F)(F)F | 0 | .

Gathered by group, the entries above with a nitro group on carbon (11)
No. | smiles | Pf apPOL inh | mHTT-CaM PPI inh
8 | O=C(Cn1c(NCCO)nc2ccccc21)c1cccc([N+](=O)[O-])c1 | -5&-16 | 0&-4
24 | Cc1cccc(NC(=O)c2ccccc2[N+](=O)[O-])n1 | 0 | -1
37 | O=C(/C=C/c1ccccc1Cl)Nc1ncc(S(=O)(=O)c2ccc([N+](=O)[O-])cc2)s1 | -2 | 37
45 | Nc1cc(Oc2cncc(Cl)c2)cc([N+](=O)[O-])c1 | -1 | 4
50 | CCN(CC)CCN1C(=O)C(O)=C(C(C)=O)C1c1ccccc1[N+](=O)[O-] (stereo not given) | -16 | 2
55 | O=C(NCCN1CCN(S(=O)(=O)c2ccc([N+](=O)[O-])cc2)CC1)C(=O)Nc1ccccc1 | -1 | 2
65 | O=[N+]([O-])c1ccc(N2CCN(S(=O)(=O)Cc3ccccc3)CC2)cc1NC1CC1 | 0 | 1
66 | O=C1c2ccc([N+](=O)[O-])cc2C(=O)N1c1ccc2nc(-c3ccccc3)[nH]c2c1 | -3 | -1
73 | CS(=O)(=O)Nc1ccc([N+](=O)[O-])cc1Oc1ccccc1 | -7 | .
77 | COc1ccc([N+](=O)[O-])cc1NCc1c(F)cccc1F | -5 | -6
85 | O=c1oc2ccccc2cc1-c1ccc(N=Cc2cccc([N+](=O)[O-])c2O)cc1 | -2 | 24

Whole records, quoted from the list. Values in the order: Pf apPOL inh	mHTT-CaM PPI inh
Listed for N/C(Cc1ccc(Cl)c(Cl)c1)=N\OC(=O)c1ccc2c(c1)OCO2 = -5	i
Listed for O=C1C(=CC=Cc2ccco2)Oc2cc(O)ccc21 = 51*	58*!

(next part)
No. | smiles | Pf apPOL inh | mHTT-CaM PPI inh
97 | O=C(Cn1c(=Nc2ccc(F)cc2)oc2ccccc2c1=O)c1ccccc1 | 2 | .
98 | Cc1cccc(-n2nc3c(c2NC(=O)c2ccco2)CSC3)c1 | 2 | 72*
99 | COc1ccc(-c2c(C)oc3cc(O)ccc3c2=O)cc1 | 62* | -5
100 | Cc1ccccc1Cn1cc(NC(=O)CCCn2nc(C)c([N+](=O)[O-])c2C)cn1 | -2 | 16
101 | CC1(C)OC(=O)C(=NNc2cc(C(F)(F)F)cc(C(F)(F)F)c2)C(=O)O1 | -4 | .
102 | CC(C)(C)C(=O)Nc1nc(C2CCCN2S(=O)(=O)c2ccc(Cl)cc2)cs1 (stereo not given) | 2&-2 | 0&-3
103 | Cc1c([N+](=O)[O-])c([N+](=O)[O-])nn1CC(=O)Nc1cc(Oc2cccnc2)cc([N+](=O)[O-])c1 | -9 | 26
104 | COc1ccc(OC)c(C2=NOC(C(=O)Nc3cc(OC)c(OC)c(OC)c3)C2)c1 (stereo not given) | 0 | 21
105 | O=C(NC1CCCC1)C1=Cc2cc(Br)ccc2OC=C1 | -4 | -9
106 | Cc1c(NS(=O)(=O)c2cccs2)c(=O)n(-c2ccccc2)n1C | -6&-1 | -7&-5
107 | O=C(Cn1cnc2ccccc21)NCc1ccc(OCc2ccccc2)cc1 | -19 | -3

Down the list, quoted from above.
Pf apPOL inh, entries 101–104: -4, 2&-2, -9, 0

Compound activity (PubChem)
